High-throughput results as filed in PubChem.
TSHR antag: blocks TSH signaling through the human TSH receptor; AID 504810; 0.2% of 330,000 active; P16473; activity change, negative = inhibition, % at 11.5 µM; TSHR-expressing cells, TSH-stimulated cAMP HTRF, 2 h; active compounds read low;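 active = activity change below a set negative limit, meaning inhibition stronger than a set level, cut at about -70% in these data; inconclusive = activity change between two set negative limits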; note: % is set by controls: 0 for no effect and ±100 for the full control effect
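Cell-based HTRF cAMP assay; TSHR cells + compound, TSH EC80 (4nM final), 2 h, 37 deg C. Lysis with anti-cAMP cryptate and cAMP-d2, 30 min RT, read 665/620 nm.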
ELG1 DNA repair: blocks ELG1-dependent DNA repair in HEK293T cells. HEK293T ELG1-luciferase reporter, luminescence, 16 h; DNA damage induced by 5-fluorouridine. 2.3% of 330,000 active. Potency, µM (highest dose often 46.1 µM), inactives show at the top dose activity change, negative = inhibition, most hits filed as inhibitors; note: potency is the fitted concentration of half-maximal effect; % is set by controls: 0 for no effect and ±100 for the full control effect; nearly all actives have a fitted effect of over 55% in size
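DMSO vehicle served as the neutral condition. Each well held 2,000 cells given 5-fluorouridine plus compound; after 16 hr at 37 °C/5% CO2, ONE-Glo was added and luciferase measured 30 min later.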
TRPV1 agonist: agonists of human vanilloid receptor 1 (TRPV1); Q8NER1; TRPV1-expressing cells, Fluo-8 calcium influx, agonist mode; activation, % at 8.33 µM; 0.19% of 320,000 active; in the data active = activation above about 80%; inconclusive = between about 30% and that limit; note: 0% is about no effect
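TRPV1-expressing cells were cultured overnight at 35.5C and loaded with Fluo-8 calcium dye for 40 to 90 min at room temperature. After a 10 s baseline, compound was added and calcium influx was read kinetically for 3 min (ex 480/em 520 nm).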
A-T KAP1 phos: potential ataxia-telangiectasia treatments restoring KAP-1 phosphorylation. Potency, µM (series often up to 57.5 µM), inactives show top-dose activation, actives largely listed as activators. […] A-T fibroblasts, KAP-1 phosphorylation AlphaLISA; neocarzinostatin DNA damage 30 min before lysis. AID 485349. 0.19% of 320,000 active; note: potency is the fitted concentration of half-maximal effect; % of control where 0% means no effect; nearly all actives have a fitted effect of over 45% in size
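hTERT-immortalized A-T patient fibroblasts ([…]), 500 cells/well in OPTI-MEM, 1% FBS, got compounds for 60 min, then NCS for 30 min at 37C. Lysates were then assayed for phospho-KAP-1 by AlphaLISA (anti-pKAP1 donor, anti-KAP1 acceptor beads), 6 hr at 25C.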
USP2a inh: inhibitors of human ubiquitin-specific protease USP2a. O75604. USP2 core, Ub-CHOP2 coupled fluorogenic reporter, 485/531. Potency, µM (titrated, usually from 38.3 µM), for the others: top-dose activity change, negative = inhibition, most hits filed as inhibitors. 0.01% of 330,000 active. AID 463254;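 note: potency is the fitted concentration of half-maximal effect; plate controls were DMSO wells for no effect and full inhibition by NEM control for full effect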
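Deubiquitinase activity read as fluorescence (485/531 nm) after Ub-CHOP2 cleavage activates the enterokinase reporter on its substrate; USP2 core 10nM, Ub-CHOP2 and substrate 25nM each, 30min compound preincubation then 60min RT; data normalized to NEM, curves fitted.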
TCR activator: activates T cell receptor signaling; primary human leukocytes, anti-CD3, IL-2 HTRF, 48 h; AID 504894; Potency, µM (titrated, usually from 9.22 µM), for inactives: at the top dose activation of IL-2 secretion, actives largely listed as activators; 330,000 tested, under 10 active; note: % of control where 0% means no effect
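Human primary leukocytes + a-CD3 beads + cpd, 48 hr; IL-2 in supernatant by HTRF (ex 320nm / em 665nm). No co-stimulatory signal supplied.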
Eya2 inh: inhibitors of human Eya2 phosphatase activity. 0.006% of 330,000 active. O00167. Potency, µM (series often up to 76.9 µM), without a hit: at the top dose activity, negative = inhibition, usual class: inhibitors. recombinant Eya2, OMFP fluorescence dephosphorylation (OMFP is methylfluorescein phosphate); note: potency is the fitted concentration of half-maximal effect; % is set by controls: 0 for no effect and ±100 for the full control effect
Target sequence (O00167 whole entry, looked up): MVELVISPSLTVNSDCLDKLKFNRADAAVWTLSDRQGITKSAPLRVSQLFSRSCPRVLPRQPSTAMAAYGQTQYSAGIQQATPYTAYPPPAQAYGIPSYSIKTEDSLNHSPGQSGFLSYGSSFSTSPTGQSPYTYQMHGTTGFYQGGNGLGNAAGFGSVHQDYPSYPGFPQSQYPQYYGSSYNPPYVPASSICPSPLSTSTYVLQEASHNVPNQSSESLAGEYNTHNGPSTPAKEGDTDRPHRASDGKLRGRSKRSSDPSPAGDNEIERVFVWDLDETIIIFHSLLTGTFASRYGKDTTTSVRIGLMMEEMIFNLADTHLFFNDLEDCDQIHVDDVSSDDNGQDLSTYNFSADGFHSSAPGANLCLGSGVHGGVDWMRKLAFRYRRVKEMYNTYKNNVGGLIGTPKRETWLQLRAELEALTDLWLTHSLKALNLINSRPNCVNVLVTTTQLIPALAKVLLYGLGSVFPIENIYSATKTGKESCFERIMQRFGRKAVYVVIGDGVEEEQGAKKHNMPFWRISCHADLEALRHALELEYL
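Eya2 protein (added as 0.2 uM solution) was preincubated with compound for 10 min at ambient temperature in 50 mM HEPES pH 7.5, 50 mM NaCl, 5 uM MgCl2, 0.05% BSA, 1 mM DTT. OMFP (added at 50 uM) then reacted 10 min; fluorescence read at 485/525 nm.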
hERG WT inh: inhibitors of human wildtype KCNH2 potassium channel; activity change, % at 1.84 µM; Q12809; U2OS, BacMam KCNH2, thallium flux FluxOr; active compounds read low; AID 720551; 0.37% of 340,000 active;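 active = maximum activity change below -70%; inconclusive = maximum activity change between -70% and -50%; inactive = maximum activity change above -50%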; note: % is set by controls: 0 for no effect and ±100 for the full control effect
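U2OS cells transduced with wild-type KCNH2 virus are loaded with FluxOr dye for 45 min, and thallium flux is measured in kinetic reads before and after stimulation buffer. Rate constants are normalized to DMSO controls.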
KCNH2 3.1 block: KCNH2 3.1 (human) potassium channel inhibition; U2OS KCNH2 3.1, thallium flux FluxOr; active compounds read low; activity change, % (tested at about 1.8 µM); 0.95% of 340,000 active; AID 720553;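 active = maximum activity change below -70%; inconclusive = maximum activity change from -70% to -50%; inactive = maximum activity change above -50%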;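 note: thallium influx rate constant from kinetic fluorescence after stimulation buffer; % is set by controls: 0 for no effect and ±100 for the full control effect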
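We transduce U2OS cells with the mutant 3.1 virus, culture them overnight, load FluxOr with Red40 quencher for 45 min, then add stimulation buffer and read kinetically for 2 min to derive a normalized rate constant.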
Mito fusion yeast: inhibitors of mitochondrial division or activators of mitochondrial fusion. 0.23% of 320,000 active. S. cerevisiae fusion-defective mutant growth rescue, CellTiterGlo 48 h. Potency, µM (titrated, usually from 46.1 µM), without a hit: top-dose growth rescue (activation), actives largely listed as activators. AID 485298;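 note: potency is the fitted concentration of half-maximal effect; % of control where 0% means no effect; nearly all actives have a fitted effect of over 45% in size; temperature-sensitive fusion mutants such as fzo1-1 at 37 °C on non-fermentable ethanol glycerol medium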
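Read-out: ATP-based luminescence (CellTiterGlo, 10 min ambient) reporting growth of fusion-defective ts yeast after 48 hours at 37C on glycerol/ethanol YPEG medium in the presence of compound.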
The depositor's hits bear a star; ? = inconclusive; / = no result given; [ ] = remark or other dose. Unless noted, calls come from the whole dose curve; as a rule, active = well fitted curve in the direction sought with a large enough effect; inconclusive = small, poorly fitted or top-dose-only effect, or another doubt; inactive = no such curve, though single readings can be large; an effect the other way counts as inactive or inconclusive. Some of the compounds tested; rates above refer to the full screens.

SMILES	TSHR antag	ELG1 DNA repair	TRPV1 agonist	A-T KAP1 phos	USP2a inh	TCR activator	Eya2 inh	hERG WT inh	KCNH2 3.1 block	Mito fusion yeast
CCC(=O)N1CCC2(CC1)Oc1ccc(Cl)cc1C(=O)C21CC(c2ccccc2)=NO1 (stereo not drawn)	-9	-8%	?	-16%	4%	11%	-6%	1	-25	16%
Cc1c(C(C)CCCO)oc(=O)c2c1Oc1c(C)c(C(C)C[C@H](C)O)oc(=O)c1C2 (stereo partly drawn)	-5	-2%	1	-9%	1%	7%	-4%	5	12	-4%
COc1cc(C2C(C(=O)c3ccco3)=C(O)C(=O)N2Cc2cccnc2)cc(OC)c1OC (stereo not drawn)	3	15%	3	0%	2%	-12%	7%	-27	-26	-3%
Cn1nc(C(=O)N2CCCCC2)c2c1-c1ccccc1S(=O)(=O)C2	3	24%	0	-1%	0%	-3%	5%	0	6	12%
CC1CCCC(NC(=O)COC(=O)c2ccc(S(=O)(=O)N3CCOCC3)cc2)C1C (stereo not drawn)	4	2%	2	/	3%	-6%	-5%	6	-1	7%
Cc1ccc(-c2nc(C)sc2CC(=O)Nc2nnc(C)s2)cc1	8	4%	-4	3%	3%	5%	2%	5	-7	19%
CCOC(=O)c1nnn(-c2nonc2N)c1COc1cc(C)c(Cl)c(C)c1	-17	?	-1	3%	-3%	-31%	-18%	8	-3	4%
COc1ccccc1NC(=O)CNC(=O)Cn1c(C)cc2ccccc2c1=O	5	-17%	4	-8%	0%	4%	5%	-5	9	-23%
CCCCn1c(-c2nn(C)c(C)c2Cl)n[nH]c1=S	-16	-5%	-2	-1%	4%	-2%	4%	-5	6	-7%
CCOC(=O)C1CCCN(C2CC(=O)N(c3ccc(C)cc3)C2=O)C1 (stereo not drawn)	3	-1%	0	-1%	4%	-1%	-24%	17	1	-8%
O=C1CCCC2=C1C(c1ccc(OS(=O)(=O)c3ccc(Cl)cc3)cc1)C1=C(CCCC1=O)O2	-6	?	14	-5%	-8%	4%	-16%	17	-17	-5%
COc1ccc2c(c1)CCC/C2=N\OC(=O)c1ccccc1F	2	15%	10	10%	-2%	2%	1%	-6	-21	?
O=c1c2ccccc2nc2n1CCS2	-1	4%	0	10%	-1%	5%	7%	10	16	-2%
COc1ccc(OC)c(C(C)NC(=S)NC2CCCCC2)c1 (stereo not drawn)	8	-14%	13	-6%	1%	-2%	-17%	5	2	-15%
Nc1sc2c(c1C(=O)NC1CCS(=O)(=O)C1)CCC2 (stereo not drawn)	0	-14%	0	1%	2%	-3%	12%	7	3	3%
COc1ccc(NC(=O)CN(C)C(=O)c2ccc(NS(=O)(=O)c3ccc(F)cc3)cc2)cc1	6	-3%	-6	0%	2%	-1%	1%	2	-3	0%
Cc1cc(C)c2c(=O)n(CC(=O)N3CCC(N4CCCCC4)CC3)sc2n1	0	14%	5	-5%	1%	-1%	-10%	-4	10	9%
COc1ccc(CCNC(=O)c2ccc(=O)[nH]c2)cc1	4	-3%	-1	-1%	4%	0%	-2%	0	-71*	-2%
CC(C)C[C@@]12C(=O)N(c3cccc(Cl)c3)C(=O)N1[C@H](c1ccc(Br)cc1)[C@@H]1C(=O)N(C(C)(C)C)C(=O)[C@@H]12	3	24%	2	-7%	2%	-5%	16%	1	7	10%
O=C(NCc1cccnc1)c1ccc(CS(=O)(=O)c2ccc(Cl)cc2)o1	2	?	11	-4%	0%	1%	18%	-9	7	0%
O=C(COC(=O)c1c(F)cccc1F)c1ccc[nH]1	-6	19%	1	2%	-2%	-4%	3%	-4	-9	-2%
COc1ccc(NC(=O)CSc2nccn2-c2ccccc2)cc1	-3	25%	5	0%	-1%	1%	5%	8	11	-1%
CCN(CC)S(=O)(=O)c1ccc(O)c(NC(=O)CN2CCc3ccccc3C2)c1	13	3%	3	-1%	10%	-2%	5%	22	-1	-1%
COCc1cc(C)nc(SCC(=O)Nc2nc(C)cs2)c1C#N	14	?	4	6%	1%	-11%	15%	1	8	-3%
COc1ccccc1NC(=O)CSc1nnc(Cn2nnc(-c3ccccc3)n2)n1-c1ccccc1	1	?	-4	-2%	-1%	-2%	-9%	3	-13	10%
CC(=O)Nc1nonc1NC(=O)c1ccc(F)cc1	-1	-2%	-2	/	1%	1%	-6%	17	10	1%
Cc1cccc(C)c1NC(=O)CN(C)C(=O)CC1CC2CCC1C2 (stereo not drawn)	30	27%	5	4%	1%	-5%	-11%	-2	-44	6%
COCc1nc2ccccc2n1CCc1ccccc1	-4	?	?	14%	-1%	/	6%	2	1	-9%
Cc1cc(C)cc(C(=O)NCC(=O)OCc2c(C)noc2C)c1	6	21%	1	-1%	3%	-4%[46.1 µM]	0%	-5	1	-6%
C#CCOCCOCCOCCNc1nc(N2CCN(C(=O)CCCCCCCCCCNC(=O)Cn3cc(CCCCCN)nn3)CC2)nc(N2CCN(C(=O)CCCCCCCCCCNC(=O)[C@H]([C@@H](C)CC)n3cc(CCCCCN)nn3)CC2)n1	-3	?	-1	8%	?	1%	-24%	/	/	-8%
CCc1nc(C)cc2c1sc1ccccc12	2	?	3	20µM*	0%	1%	5%	-3	13	3%
O=C(CNC(=O)c1ccccc1Br)N/N=C/c1ccco1	3	29%	-4	4%	3%	-5%	2%	0	-1	-5%
O=C(Cc1ccc(-c2ccccc2)cc1)NCc1cccnc1	0	-15%	4	7%	1%	0%	-5%	-3	15	-6%
CC(=O)NNc1cccc(Cl)n1	-10	-27%	1	18%	9%	10%	-6%	-8	2	-4%
COC(=O)CCCC(=O)Nc1ccc(Br)cc1	-2	18%	27	4%	3%	3%	-8%	1	-44	0%
COc1ccc(C(=O)Nn2c(C3CCC3)nc3ccccc3c2=O)c(OC)c1	12	?	-5	4%	-1%	-6%[46.1 µM]	2%	-25	-14	-2%
CC(=O)c1ccc(OCC(O)CN2C(C)(C)CC(O)CC2(C)C)cc1 (stereo not drawn)	4	1%	-2	4%	3%	-1%	1%	17	-4	3%
CCOc1cc(/C=N/NS(=O)(=O)c2ccc(OC)cc2)ccc1OCCN1CCOCC1	10	3%	-2	8%	-1%	3%[46.1 µM]	-1%	-9	5	-2%
Cc1cc(N2C(=O)C3CC=CCC3C2=O)no1 (stereo not drawn)	-6	0%	-1	/	0%	0%[46.1 µM]	-3%	22	-10	0%
CCCCC(Sc1nc(N)c(NC(=O)c2ccc(OC)cc2)c(=O)[nH]1)C(=O)O (stereo not drawn)	1	9%	1	0%	-1%	8%	4%	5	-3	-1%

Complete entries, quoted from the list. Order of screens: TSHR antag | ELG1 DNA repair | TRPV1 agonist | A-T KAP1 phos | USP2a inh | TCR activator | Eya2 inh | hERG WT inh | KCNH2 3.1 block | Mito fusion yeast
CCc1nc(C)cc2c1sc1ccccc12 reads 2 | ? | 3 | 20µM* | 0% | 1% | 5% | -3 | 13 | 3%
Cc1cc(N2C(=O)C3CC=CCC3C2=O)no1 (stereo not drawn) reads -6 | 0% | -1 | / | 0% | 0%[46.1 µM] | -3% | 22 | -10 | 0%

(listing goes on)
SMILES	TSHR antag	ELG1 DNA repair	TRPV1 agonist	A-T KAP1 phos	USP2a inh	TCR activator	Eya2 inh	hERG WT inh	KCNH2 3.1 block	Mito fusion yeast
CCN(c1ccccc1)S(=O)(=O)c1ccc(NC(=O)C(C)(C)C)cc1	1	3%	6	2%	-3%	1%	-14%	-6	-7	3%
C(=N\Nc1nc2ccccc2[nH]1)/c1ccccn1	-6	?	2	6%	7%	3%	1%	-25	-3	-1%
O=C(Oc1ccccc1)c1ccc(COC(=O)c2cnccn2)cc1	8	-18%	-1	6%	-1%	6%	-1%	-8	-16	2%
COc1cccc(OCCNC(=O)CSc2ccc(C(F)(F)F)cc2[N+](=O)[O-])c1	-8	3%	-6	3%	-1%	1%[46.1 µM]	-6%	-7	10	3%
CCn1cc(C(=O)NCCc2ccc(Cl)cc2)c(=O)c2cc(S(=O)(=O)N(C)C)ccc21	-15	-9%	-3	10%	-1%	0%	7%	/	-10	-1%
CCOCCCNC(=O)c1ccc(N2CCOCC2)c(NS(=O)(=O)c2ccc(OC)cc2)c1	2	17%	-13	16%	3%	0%	-3%	/	9	-2%
COc1ccccc1C1CCN(Cc2ccc(Cl)cc2Cl)CC1	8	4%	1	11%	-2%	5%	-17%	20	-10	-2%
O=C(Nc1ccn(Cc2ccc(Cl)cc2)n1)c1ccc2c(c1)OCO2	/	/	?	/	/	5%	/	-7	0	12%
COCCCNC(=S)NNC(=S)Nc1ccc(OC)cc1	20	-27%	0	7%	-1%	-7%	-3%	-2	-6	2%
COc1ccc(C(C(=O)NC2CCCC2)N(Cc2cccnc2)C(=O)c2snc(C(N)=O)c2N)cc1 (stereo not drawn)	-3	1%	8	-4%	0%	-1%	-17%	7	13	4%
O=C(Nc1ccccc1)C1=C[C@H](c2coc3ccccc3c2=O)C[C@H](OCc2ccc(CO)cc2)O1	7	?	10	-21%	-1%	11%	10%	9	-4	7%
